Compound activity as filed in PubChem BioAssay.
MLL CXXC-DNA inh – inhibitors of human MLL CXXC domain-DNA interaction; Q03164; MLL-CXXC / FITC-HOXA9 DNA fluorescence polarization; Potency, µM (doses to about 115 µM), inactives show at the top dose activity change, negative = inhibition, most hits filed as inhibitors; hit rate 0.037% among 290,000; active = well fitted inhibition curve with a large enough effect in the polarisation, with a control signal flat, not every such curve was filed as active; inconclusive = small, poorly fitted or top-dose-only effect, or effect the other way, or a change in a side signal; inactive = no such curve, though single readings can be large or run the other way; the % refers to the polarisation; also: potency is read from the fitted curve at half-maximal effect
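Steps: dispense CXXC domain solution (7 uM) → pin compounds or unlabeled HOX-A9 DNA control → 5 min ambient → add FLSN-HOX-A9 solution (50 nM) → spin → 30 min ambient → fluorescence polarization. Tris pH 7.5/NaCl/DTT/BSA buffer.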
ASM inhibitor – inhibitors of human secretory acid sphingomyelinase | hit rate 0.006% among 340,000 | P17405 | placental ASM, HMU-PC fluorogenic substrate, 60 min | Potency, µM (top dose mostly 57.5 µM), inactives show top-dose activity change, negative = inhibition, hits mostly inhibitors; also: potency is read from the fitted curve at half-maximal effect
Target sequence (P17405 47-631 limits assumed): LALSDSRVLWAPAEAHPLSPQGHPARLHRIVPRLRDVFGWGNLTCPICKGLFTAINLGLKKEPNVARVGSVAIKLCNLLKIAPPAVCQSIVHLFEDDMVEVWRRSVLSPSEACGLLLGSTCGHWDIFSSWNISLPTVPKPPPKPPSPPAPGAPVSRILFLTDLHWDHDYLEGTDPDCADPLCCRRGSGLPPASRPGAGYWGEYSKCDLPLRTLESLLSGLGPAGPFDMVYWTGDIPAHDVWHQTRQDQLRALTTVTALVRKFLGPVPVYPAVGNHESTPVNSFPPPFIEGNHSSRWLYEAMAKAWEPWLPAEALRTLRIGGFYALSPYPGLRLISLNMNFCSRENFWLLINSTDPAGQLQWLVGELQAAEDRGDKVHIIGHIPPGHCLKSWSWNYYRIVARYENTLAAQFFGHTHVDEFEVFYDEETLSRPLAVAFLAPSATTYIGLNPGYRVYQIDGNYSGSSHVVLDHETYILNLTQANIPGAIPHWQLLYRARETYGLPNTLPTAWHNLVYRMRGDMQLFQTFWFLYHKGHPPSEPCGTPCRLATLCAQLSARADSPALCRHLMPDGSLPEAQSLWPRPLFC
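Steps: dispense placental human ASM, pin compound, wait 10 min at room temperature, add HMU-PC0 substrate at 9 uM final, incubate 60 min at 37 °C, add stop solution raising pH to 10, read fluorescence.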
TSHR antag – antagonists of human thyroid stimulating hormone receptor; TSHR-expressing cells, TSH-stimulated cAMP HTRF, 2 h; active compounds read low; activity change, negative = inhibition, % at 11.5 µM; hit rate 0.2% among 330,000; AID 504810;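 active = activity change below a set negative limit, meaning inhibition stronger than a set level, cut at about -70% in these data; inconclusive = activity change between two set negative limits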; also: % is scaled to controls: 0 for no effect and ±100 for the full control effect
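Inhibition of cAMP made by TSHR-expressing cells under TSH stimulation (4nM final, EC80; 2 h, 37 deg C) is quantified with a one-step lysis HTRF kit, anti-cAMP cryptate versus cAMP-d2.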
Menin MLL FP TR – inhibitors of human menin-MLL interaction, mutant MLL peptide; Potency, µM (titrated, usually from 61.6 µM), inactives show at the highest dose FP activity change, negative = inhibition, actives largely listed as inhibitors; hit rate 0.23% among 270,000; O00255; Menin + Texas Red MLL mutant peptide, fluorescence polarization; active = well fitted inhibition curve with a large enough effect in the polarisation, with a control signal flat, not every such curve was filed as active; inconclusive = small, poorly fitted or top-dose-only effect, or effect the other way, or a change in a side signal; inactive = no such curve, though single readings can be large or run the other way; the % refers to the polarisation; also: potency is read from the fitted curve at half-maximal effect; % of control where 0% means no effect; many of its hits are not listed in these tables
PTAP TSG101 blk – blocks PTAP/TSG101 interaction to inhibit HIV-1 budding; 340,000 tested, under 10 active; Q99816; Fluorescence polarization, FITC-PTAP peptide / Tsg101 binding; Potency, µM (titrated, usually from 115 µM), for the others: at the top dose activity change, negative = inhibition, hits mostly inhibitors; active = well fitted inhibition curve with a large enough effect in the main read-out, with a control signal flat, not every such curve was filed as active; inconclusive = small, poorly fitted or top-dose-only effect, or effect the other way, or a change in a side signal; inactive = no such curve, though single readings can be large or run the other way; also: potency is read from the fitted curve at half-maximal effect; % of control where 0% means no effect
Target sequence (Q99816 whole entry, looked up): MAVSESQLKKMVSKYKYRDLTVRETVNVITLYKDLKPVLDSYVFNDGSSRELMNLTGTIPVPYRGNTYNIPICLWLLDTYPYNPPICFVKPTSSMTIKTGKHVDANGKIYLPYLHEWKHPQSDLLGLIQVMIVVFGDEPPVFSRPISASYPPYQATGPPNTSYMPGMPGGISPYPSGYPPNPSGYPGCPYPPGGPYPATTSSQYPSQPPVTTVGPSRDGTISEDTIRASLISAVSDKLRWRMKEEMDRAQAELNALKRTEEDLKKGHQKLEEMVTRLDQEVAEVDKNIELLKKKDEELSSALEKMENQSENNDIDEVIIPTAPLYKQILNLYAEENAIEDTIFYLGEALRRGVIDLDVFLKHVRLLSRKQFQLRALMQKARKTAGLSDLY
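Tsg101 binding domain (10 uM final) was mixed with compound and a FITC-labeled PTAP peptide (50 nM final) in HEPES pH 7.5 buffer with NaCl, Tween 20, EDTA and TCEP; fluorescence polarization was read after 20 min at r.t.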
TCR act – activates T cell receptor signaling; Potency, µM (doses to about 9.22 µM), for inactives: at the top dose activation of IL-2 secretion, actives largely listed as activators; 330,000 tested, under 10 active; primary human leukocytes, anti-CD3, IL-2 HTRF, 48 h; AID 504894; also: % of control where 0% means no effect
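IL-2 produced over 48 hr by a-CD3 bead-stimulated primary human leukocytes exposed to compounds was detected with a homogeneous time-resolved FRET immunoassay, 665nm acceptor signal after 320nm excitation.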
Mito fusion yeast – mitochondrial division inhibition or fusion activation; S. cerevisiae fusion-defective mutant growth rescue, CellTiterGlo 48 h; Potency, µM (highest dose often 46.1 µM), without a hit: top-dose growth rescue (activation), actives largely listed as activators; hit rate 0.23% among 320,000;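 also: potency is read from the fitted curve at half-maximal effect; % of control where 0% means no effect; nearly all actives have a fitted effect of over 45% in size; temperature-sensitive fusion mutants such as fzo1-1 at 37 °C on non-fermentable ethanol glycerol medium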
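S. cerevisiae fusion-defective temperature-sensitive mutants (e.g. fzo1-1, mgm1-5) grown 48 h at 37C in YPEG (ethanol/glycerol non-fermentable) medium with 23 nl compound per well; growth rescue read as CellTiterGlo luminescence.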
MBNL1-CUG inh – inhibitors of human MBNL1 binding to CUG repeat RNA. hit rate 0.036% among 280,000. TR-FRET MBNL1-His/biotin-(CUG)12 binding, 665/545 ratio. Potency, µM (series often up to 57.5 µM), for the others: at the highest dose activity change, negative = inhibition, hits mostly inhibitors. Q9NR56; active = well fitted inhibition curve with a large enough effect in the signal ratio, with a control signal flat, not every such curve was filed as active; inconclusive = small, poorly fitted or top-dose-only effect, or effect the other way, or a change in a side signal; inactive = no such curve, though single readings can be large or run the other way; the % refers to the signal ratio; also: potency is read from the fitted curve at half-maximal effect; % is scaled to controls: 0 for no effect and ±100 for the full control effect
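TR-FRET between His-tagged MBNL1 and biotin-(CUG)12 RNA, detected with Tb anti-His antibody (0.055 ng/ul) and streptavidin-XL665 (5 nM), 60 min at room temperature. Compounds titrated 92 nM to 58 uM; 665/545 nm ratio normalized to buffer and complex controls.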
A-T KAP1 phos – potential ataxia-telangiectasia treatments restoring KAP-1 phosphorylation. […] A-T fibroblasts, KAP-1 phosphorylation AlphaLISA; neocarzinostatin DNA damage 30 min before lysis. Potency, µM (series often up to 57.5 µM), inactives show top-dose activation, actives largely listed as activators. hit rate 0.19% among 320,000. AID 485349; also: potency is read from the fitted curve at half-maximal effect; % of control where 0% means no effect; nearly all actives have a fitted effect of over 45% in size
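hTERT-immortalized A-T patient fibroblasts ([…]), 500 cells/well in OPTI-MEM, 1% FBS, got compounds for 60 min, then NCS for 30 min at 37C. Lysates were then assayed for phospho-KAP-1 by AlphaLISA (anti-pKAP1 donor, anti-KAP1 acceptor beads), 6 hr at 25C.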
a7 integrin act – activators of alpha7 integrin expression for muscular dystrophy | hit rate 0.064% among 350,000 | Potency, µM (highest dose often 38.3 µM), for the others: top-dose activation, usual class: activators | AID 624291 | alpha7betagal myoblasts, beta-gal FDG fluorescence, 48 h;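 also: potency is read from the fitted curve at half-maximal effect; 100% = response of the positive control SU9516; nearly all actives have a fitted effect of over 60% in size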
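alpha7betagal+/- myoblasts (passage 13, 250/well) treated 48 h at 37C with compounds at 1:260 dilution of DMSO stock. Lysed, then beta-galactosidase activity read as FDG fluorescence (ex 480/em 540) after 30 min, with pre-read for autofluorescence.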
An asterisk follows results filed as active; ? = inconclusive; nt = not tested or not shown; [ ] = remark or other dose. Unless noted, calls follow the shape of the dose curve; as a rule, active = well fitted curve in the direction sought with a large enough effect; inconclusive = small, poorly fitted or top-dose-only effect, or another doubt; inactive = no such curve, though single readings can be large; an effect the other way counts as inactive or inconclusive. Not all compounds are listed; count on the stated rates, not on these rows.

SMILES	MLL CXXC-DNA inh	ASM inhibitor	TSHR antag	Menin MLL FP TR	PTAP TSG101 blk	TCR act	Mito fusion yeast	MBNL1-CUG inh	A-T KAP1 phos	a7 integrin act
Cc1ccc(OCCn2cnc3c(N)ncnc32)cc1	7%	1%	8	-12%	-4%	-2%	2%	10%	6%	-24%
CCCCc1nc2c(=O)[nH]c3ccccc3c2o1	1%	-2%	-3	-2%	-6%	-5%	4%	4%	4%	-11%
CCc1cc(C(=O)Nc2ccccc2)cs1	-3%	-3%	-15	20%	-2%	1%	3%	1%	4%	12%
CC(C)(C)NC(=O)C(c1ccccn1)N(C(=O)C1CSC(=O)C1)c1cccc(F)c1 (configuration not stated)	-5%	3%	8	-1%	1%	2%	-2%	-13%	0%	13%
O=C(Cn1c(COc2ccccc2)nc2ccccc21)Nc1cc(Cl)ccc1Cl	-6%	-2%	4	3%	0%	-2%[46.1 µM]	-2%	-7%	7%	-6%
COc1ccc(NC(=O)Nc2ccc3[nH]ccc3c2)cc1	nt	2%	nt	nt	2%	6%	nt	nt	nt	16%
O=C(Nc1ccccc1Br)c1cc[n+]([O-])cc1	-4%	2%	-5	-10%	-4%	6%	1%	0%	-1%	9%
COc1ccc(/C=C(/C#N)C(=O)Nc2cc(C)ccc2C)cc1C(=O)O	-4%	4%	15	9%	-3%	-74%	-1%	5%	20%	-9%
COc1ccc(C(=O)Nc2ccc3nc(C)c(C)nc3c2)cc1	19%	36%[activator]	-1	-20%	-3%	2%	14%	?	5%	-6%
Nc1nc(Cn2nnc(-c3ccccc3Cl)n2)nc(N2CCOCC2)n1	3%	1%	-6	3%	-3%	2%	-2%	3%	-1%	0%
Cc1cccc(C)c1NC(=O)CN1CCN(C(=O)CNC(=O)c2ccc(N3CCCC3=O)cc2)CC1	nt	0%	17	nt	-6%	-1%	1%	nt	-1%	-9%
Cc1ccc2c(O)c(Cc3ccccc3)c(=O)[nH]c2n1	nt	5%	nt	nt	-5%	1%	nt	nt	nt	-29%
CNc1nc(Cl)c(SC)c(N2CCOCC2)n1	3%	0%	-3	-5%	-7%	10%	7%	nt	3%	1%
CCc1ccccc1Nc1nc(N)nc(COC(=O)CCS(=O)(=O)c2ccccc2)n1	nt	7%	-3	nt	-2%	-3%	-1%	nt	-11%	13%
O=C(COC(=O)COc1cccc(C(F)(F)F)c1)NC1CCCC1	nt	3%	-2	nt	-1%	9%	-4%	nt	0%	-2%
O=C(Nc1cccc(O)c1)c1cc(-c2cccs2)on1	4%	-1%	-6	13%	1%	-4%	23%	7%	4%	9%
O=C(O)c1ccc(/C=C2\SC(=S)N(NC(=O)c3ccccc3)C2=O)cc1	-2%	-30%	-9	37%[activator]	-9%	9%	-3%	?	0%	-12%
CC(C)(C)NC(=O)C(c1ccncc1)N(C(=O)CNC(=O)c1ccco1)c1ccc(F)cc1 (configuration not stated)	1%	-1%	-2	nt	0%	-2%	-3%	-1%	8%	?
c1ccc(-c2nc(-c3cccs3)[nH]c2-c2ccccc2)cc1	-2%	-11%	35	?	-6%	4%	-6%	2%	0%	-18%
Cc1cc(C)n2nc(SCC(=O)Nc3c(C)nn(-c4ccccc4)c3C)nc2n1	3%	0%	-1	-12%	-8%	nt	-1%	7%	-4%	3%
CC(C(N)=O)N1C(=O)c2cccc3cccc1c23 (configuration not stated)	2%	42%[activator]	-7	-1%	-1%	nt	1%	?	9%	8%[7.66 µM]
COc1ccc2c(c1)CCc1sc(NC(=O)c3ccc(C)cc3)nc1-2	16%	9%	-21	?	-2%	-7%	-7%	-10%	6%	3%
C=C(C)COc1ccc2c(CC)cc(=O)oc2c1C	-11%	-3%	-3	-4%	0%	-4%[46.1 µM]	?	nt	8%	-14%
N#CCSC1=Nc2ccccc2C2=NC(CCC(=O)N3CCN(c4ccccc4)CC3)C(=O)N12 (configuration not stated)	-9%	21%	15	0%	-7%	1%	7%	-2%	nt	1%
CCOc1ccc(-c2csc(NC(=O)CSC3=NC(=O)CN3C(C)=O)n2)c2ccccc12	13%	6%	?	19%	0%	-10%[46.1 µM]	4%	10%	-1%	?
Cc1ccc(-n2nnnc2SCC(=O)c2c(N)n(C3CC3)c(=O)[nH]c2=O)cc1C	nt	0%	-2	nt	-10%	nt	-1%	nt	1%	2%
COc1ccc(S(=O)(=O)N(CC(=O)NCc2ccco2)c2ccccc2)cc1	4%	2%	9	-4%	-9%	4%	-2%	0%	1%	-2%
Cc1nn(-c2ccccc2)c2c1C1(C(=O)N(C(C)C)c3ccccc31)C(C#N)=C(N)O2 (configuration not stated)	6%	-2%	-2	7%	-2%	-3%	0%	8%	-1%	-36%[inhibitor]
c1ccn2c(SCc3ccc4c(c3)OCO4)nnc2c1	-9%	4%	0	-5%	-3%	-6%	5%	-17%	nt	1%
CC(=O)N1CCc2cc(S(=O)(=O)NCCC(=O)NC3CCN(Cc4ccccc4)CC3)ccc21	8%	5%	-11	-8%	-6%	1%	-1%	2%	18%	13%
CCOC(=O)C1=CC[C@@H](c2ccco2)N(S(=O)(=O)c2ccc(C)cc2)[C@H]1C(=O)OCC	nt	5%	7	nt	-2%	-35%	12%	nt	-1%	-15%
COc1cc2c(cc1OC)C(C(=O)N1CCN(c3ccccn3)CC1)C(c1cccs1)N(C)C2=O (configuration not stated)	3%	7%	-8	-15%	-2%	-2%	-1%	0%	8%	0%
O=C(NCc1ccccc1Cl)C1CCN(C(=O)c2sccc2-n2cccc2)CC1	5%	4%	1	0%	-2%	6%	3%	-2%	-6%	-14%
O=C(NCc1ccc2c(c1)OCO2)c1ccc(S(=O)(=O)NCC2CCCO2)cc1 (configuration not stated)	8%	4%	9	1%	-5%	-2%	-2%	6%	5%	0%
O=C(NCCc1c[nH]c2ccccc12)/C(=C/c1cccnc1)NC(=O)c1ccccc1	-3%	0%	18	5%	0%	-5%	-5%	0%	7%	-17%
O=C1CCc2cc(S(=O)(=O)NC(Cc3ccccc3)C(=O)N3CCN(c4ccccn4)CC3)ccc2N1 (configuration not stated)	4%	-2%	5	-5%	-7%	17%	1%	-2%	1%	44%
COc1ccc(Cl)cc1NC(=O)CN(C)C(=O)c1cc2c(s1)CCCC2	nt	-7%	-12	nt	-4%	2%	?	nt	-4%	-32%
CCOC(=O)c1nn(-c2ccccc2)c(C#N)c1NC(=O)c1nn(CC)cc1Br	21%	-3%	nt	0%	-2%	nt	?	12%	nt	-21%
Clc1ccc(CSc2nc3ccncc3[nH]2)cc1	0%	2%	4	6%	-3%	-7%	-5%	2%	-14%	-15%
CN1CCN(Cc2ccc(Sc3ccc(Cl)cc3)c([N+](=O)[O-])c2)CC1	4%	3%	24	12%	1%	-13%	5%	nt	13%	0%
COc1ccc(NC(=S)N2CCc3ccccc3C2)cc1	6%	-2%	-5	-9%	0%	0%[46.1 µM]	-1%	21%	-8%	2%
COc1cc(CNC(=O)c2ccc(Cn3nc(C)c(Cl)c3C)o2)cc(OC)c1	3%	0%	-5	8%	-6%	-7%	-5%	2%	0%	-9%
CCN(C1CCCCC1)S(=O)(=O)c1ccc(S(=O)(=O)NCc2ccncc2)cc1	0%	2%	-11	nt	nt	nt	7%	-1%	1%	-43%
COCCN(C(=O)C1=COCCO1)c1c(N)n(Cc2ccccc2)c(=O)[nH]c1=O	3%	-2%	10	nt	0%	-6%	3%	-4%	8%	-9%
CSCCCNC(=O)c1ccccc1OC1CCN(S(C)(=O)=O)CC1	-1%	6%	-1	?	1%	-2%	6%	11%	4%	18%
O=C(Cn1cnc2c(nnn2-c2cccc(Cl)c2)c1=O)NCc1ccccc1	2%	-1%	-4	4%	-2%	-1%	5%	13%	-5%	8%
CN(C)CCCN(C(=O)/C=C/c1cccs1)c1nc2c(F)cccc2s1	47%[activator]	-5%	-3	2%	2%	4%	10%	-1%	-6%	-69%[inhibitor]
Cc1cccc(N(Cc2cc3ccc(C)cc3[nH]c2=O)C(=O)c2ccco2)c1	-6%	-1%	-5	nt	6%	2%	10%	7%	6%	8%
